Assay outcomes (PubChem)
Pf apPOL block = Pf-apPOL inhibitors, biochemical, fluorescence; Recombinant Pf-apPOL, molecular beacon fluorescence, 1.5 h; inhibition, % at 10 µM; 210,000 compounds, 0.25% hits; AID 1794808, 2022
mHTT CaM bind = mutant huntingtin-calmodulin interaction inhibitors – biochemical, AlphaScreen, primary screen. AlphaScreen His-mHTT/GST-CaM binding, luminescence. inhibition, % at 15 µM. P42858. 190,000 compounds, 3.6% hits. AID 1671202, 2021;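 note: 0% = both proteins with DMSO and 100% = one protein alone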
Target sequence (P42858 whole entry, looked up, stated change not applied): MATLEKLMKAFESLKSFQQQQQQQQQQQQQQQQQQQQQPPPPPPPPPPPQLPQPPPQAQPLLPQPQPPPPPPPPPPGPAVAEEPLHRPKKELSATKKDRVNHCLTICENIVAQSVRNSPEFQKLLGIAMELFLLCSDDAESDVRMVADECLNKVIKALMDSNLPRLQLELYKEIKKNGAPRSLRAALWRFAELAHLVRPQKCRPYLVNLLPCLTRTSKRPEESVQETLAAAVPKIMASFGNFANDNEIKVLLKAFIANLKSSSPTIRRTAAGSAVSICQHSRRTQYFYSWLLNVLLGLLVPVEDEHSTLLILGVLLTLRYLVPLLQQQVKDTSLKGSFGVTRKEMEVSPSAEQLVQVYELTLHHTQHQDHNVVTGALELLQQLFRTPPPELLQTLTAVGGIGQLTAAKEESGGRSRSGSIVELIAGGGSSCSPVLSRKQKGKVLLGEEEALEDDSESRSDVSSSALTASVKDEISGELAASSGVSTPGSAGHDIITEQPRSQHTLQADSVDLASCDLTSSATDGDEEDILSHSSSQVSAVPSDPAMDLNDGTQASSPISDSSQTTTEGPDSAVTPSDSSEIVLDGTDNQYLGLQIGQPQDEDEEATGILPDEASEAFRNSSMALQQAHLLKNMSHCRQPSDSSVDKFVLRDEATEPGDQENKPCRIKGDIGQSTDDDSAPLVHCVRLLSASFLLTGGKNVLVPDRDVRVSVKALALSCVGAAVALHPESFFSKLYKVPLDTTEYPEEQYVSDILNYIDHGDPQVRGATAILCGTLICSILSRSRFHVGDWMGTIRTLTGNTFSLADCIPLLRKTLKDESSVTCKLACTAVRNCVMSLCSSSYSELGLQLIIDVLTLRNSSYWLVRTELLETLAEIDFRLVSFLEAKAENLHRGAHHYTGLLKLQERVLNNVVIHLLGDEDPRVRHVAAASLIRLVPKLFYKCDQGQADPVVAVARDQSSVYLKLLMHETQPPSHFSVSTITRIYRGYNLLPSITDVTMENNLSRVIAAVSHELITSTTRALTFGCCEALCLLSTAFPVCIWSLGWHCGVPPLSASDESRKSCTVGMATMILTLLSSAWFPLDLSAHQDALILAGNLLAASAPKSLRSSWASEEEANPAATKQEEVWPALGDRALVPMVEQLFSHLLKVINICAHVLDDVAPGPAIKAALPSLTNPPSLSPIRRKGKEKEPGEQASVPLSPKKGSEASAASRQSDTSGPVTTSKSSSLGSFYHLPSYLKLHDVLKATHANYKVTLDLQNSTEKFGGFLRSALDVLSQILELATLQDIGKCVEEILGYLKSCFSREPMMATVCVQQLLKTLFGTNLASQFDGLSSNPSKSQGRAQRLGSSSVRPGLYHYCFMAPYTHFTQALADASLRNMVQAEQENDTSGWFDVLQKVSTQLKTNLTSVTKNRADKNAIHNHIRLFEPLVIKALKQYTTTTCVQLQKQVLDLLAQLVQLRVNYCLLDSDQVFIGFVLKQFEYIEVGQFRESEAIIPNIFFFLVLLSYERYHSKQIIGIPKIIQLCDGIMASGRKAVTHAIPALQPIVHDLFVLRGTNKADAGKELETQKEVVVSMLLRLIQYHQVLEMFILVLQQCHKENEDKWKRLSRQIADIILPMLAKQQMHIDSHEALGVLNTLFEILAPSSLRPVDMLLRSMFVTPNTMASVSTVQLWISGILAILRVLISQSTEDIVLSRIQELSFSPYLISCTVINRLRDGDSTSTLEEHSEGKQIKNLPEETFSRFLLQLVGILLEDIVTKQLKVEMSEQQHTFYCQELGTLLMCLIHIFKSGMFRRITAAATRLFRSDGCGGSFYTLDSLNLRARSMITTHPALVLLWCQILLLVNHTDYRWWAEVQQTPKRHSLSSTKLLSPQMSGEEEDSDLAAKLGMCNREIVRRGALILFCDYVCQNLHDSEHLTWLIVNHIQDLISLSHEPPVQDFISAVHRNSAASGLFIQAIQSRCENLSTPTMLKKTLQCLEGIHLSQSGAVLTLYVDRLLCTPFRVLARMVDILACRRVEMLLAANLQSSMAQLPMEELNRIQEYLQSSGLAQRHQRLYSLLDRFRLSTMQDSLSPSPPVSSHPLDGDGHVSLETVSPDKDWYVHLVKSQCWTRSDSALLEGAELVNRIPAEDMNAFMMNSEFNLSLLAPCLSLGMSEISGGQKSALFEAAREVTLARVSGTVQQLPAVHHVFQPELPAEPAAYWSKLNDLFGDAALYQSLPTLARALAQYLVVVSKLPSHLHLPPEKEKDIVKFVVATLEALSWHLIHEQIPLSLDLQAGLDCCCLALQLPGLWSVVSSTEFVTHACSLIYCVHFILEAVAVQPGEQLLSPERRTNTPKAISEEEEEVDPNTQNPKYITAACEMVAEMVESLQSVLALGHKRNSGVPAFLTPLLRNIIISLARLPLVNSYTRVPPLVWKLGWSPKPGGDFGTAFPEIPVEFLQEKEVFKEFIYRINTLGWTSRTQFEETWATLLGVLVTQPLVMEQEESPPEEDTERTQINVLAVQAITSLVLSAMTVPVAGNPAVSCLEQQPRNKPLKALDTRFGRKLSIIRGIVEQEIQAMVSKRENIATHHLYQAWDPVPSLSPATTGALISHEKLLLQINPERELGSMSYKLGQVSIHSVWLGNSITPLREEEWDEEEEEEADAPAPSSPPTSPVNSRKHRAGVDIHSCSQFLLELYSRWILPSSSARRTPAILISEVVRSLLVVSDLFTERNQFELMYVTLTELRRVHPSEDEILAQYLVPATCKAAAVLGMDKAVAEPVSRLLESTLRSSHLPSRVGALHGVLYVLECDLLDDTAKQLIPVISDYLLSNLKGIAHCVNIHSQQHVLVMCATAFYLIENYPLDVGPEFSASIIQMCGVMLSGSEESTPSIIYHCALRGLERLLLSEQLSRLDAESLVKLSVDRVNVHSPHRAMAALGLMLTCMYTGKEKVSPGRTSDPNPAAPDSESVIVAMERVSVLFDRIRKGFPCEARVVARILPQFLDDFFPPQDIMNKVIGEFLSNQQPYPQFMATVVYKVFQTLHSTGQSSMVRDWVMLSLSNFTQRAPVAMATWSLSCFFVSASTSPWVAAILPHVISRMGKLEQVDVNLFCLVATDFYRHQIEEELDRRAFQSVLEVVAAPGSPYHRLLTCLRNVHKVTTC
Active calls of the source: *; . = not tested or not shown; & = joins results of further samples. Cut-off read from the data, not from the text of the source: active = inhibition above about 50%; inactive = the rest.

nr	structure	Pf apPOL block	mHTT CaM bind
1	O=C(c1cccnc1)N(Cc1ccccc1)c1cccc([N+](=O)[O-])c1	-1	-2
2	COc1ccc(-c2noc(COc3ccccc3C)n2)cc1OC	-5	-16
3	CCN(C(=O)Cn1c([N+](=O)[O-])cnc1C)c1ccccc1	-8	1
4	COc1ccc(N(CC(=O)Nc2ccccc2OC)S(C)(=O)=O)cc1	1	-2
5	OC1CCCc2c1[nH]c1ccc(C(F)(F)F)cc21 (stereo not drawn)	2	19&14
6	Cc1ccc(NC=CC(=O)c2ccc(Br)cc2)cc1	-4	2
7	CC1(C)N=C(c2ccc(F)cc2)C(=O)N1CC(=O)Nc1cccc(F)c1	-3	-12
8	O=S(=O)(N=C(c1ccccc1)N1CCOCC1)c1ccc(F)cc1	-5	2
9	O=C(CSc1nccn1Cc1ccco1)Nc1ccccc1F	-9	-4
10	COCCCNC(=O)C1(C)CCC(=O)N1Cc1cccc(OC)c1 (stereo not drawn)	-1	-2
11	Clc1ccc(OCCCCN2CCOCC2)c(Br)c1	-13	3
12	O=C(NCCCN1CCCC1)c1cc2c(s1)CN(C1CCCC1)C2	2	4
13	COc1ccc(CN2CCC(C(=O)NC(C)c3ccccc3)CC2)c(OC)c1 (stereo not drawn)	-3	3
14	COC(=O)c1cc(S(=O)(=O)Nc2cc(S(=O)(=O)N(C)C)ccc2C)oc1C	0	.
15	CN(C)c1cc(N2CCCC(NC(=O)c3ccccc3F)C2)ncn1 (stereo not drawn)	-8	0
16	Cc1ccc(Cl)cc1NC(=O)NCC1CCN(Cc2ccccc2F)CC1	-3	1
17	Cc1cc(NC(=O)c2cc(Cl)ccc2Cl)ccc1NC(=O)c1ccccc1	-6	7
18	Cn1cc(Cl)c(C(=O)N(Cc2ccccc2)c2ccccn2)n1	-8	0
19	CN(C)c1cc(N2CCCC(NC(=O)c3ccoc3)C2)ncn1 (stereo not drawn)	0	-2
20	CCC(C)Nc1nc(C)nc2c1c(C)nn2-c1ccccc1 (stereo not drawn)	2	99*
21	Cc1cc(C)c2c(c1)/C(=c1/sc3n(c1=O)CN(c1cccc(Br)c1)CN=3)C(=O)N2	2	10
22	Cc1nc2scc(C)n2c(=O)c1NC(=O)CCSc1ccccc1	-6	-19
23	COc1ccc2nc(N3CCC(C(=O)NC4CCCCC4)CC3)sc2c1	-4	-2
24	Cc1ccc(-n2nnnc2CNS(=O)(=O)c2ccc(F)cc2F)cc1	-1	-4
25	Cc1cc(C(=O)N2CC(c3nc(Cc4ccccc4)no3)C2)c(C)o1	-9	-1
26	CN(C)CC(O)COc1ccc(C23CC4CC(CC(C4)C2)C3)cc1 (stereo not drawn)	0	24
27	Cc1oc(C2CCN(C(=O)c3ccsc3)CC2)nc1C(=O)N1CCOCC1	-5	-2
28	CCc1cc(C2CCCN2C(=O)c2c(C)noc2C)on1 (stereo not drawn)	11	-3
29	COCCNC(=O)C1CCN(S(=O)(=O)c2ccc(Br)cc2)CC1	-5	0
30	O=C(Nc1cccc(F)c1)c1ccc([N+](=O)[O-])cc1Cl	-6	3

In a second layout: results already given.
(9) O=C(CSc1nccn1Cc1ccco1)Nc1ccccc1F
  Pf apPOL block: -9
  mHTT CaM bind: -4

(3) CCN(C(=O)Cn1c([N+](=O)[O-])cnc1C)c1ccccc1
  Pf apPOL block: -8
  mHTT CaM bind: 1

Profiles, quoted from the list. Order of screens: Pf apPOL block, mHTT CaM bind
CN(C)CC(O)COc1ccc(C23CC4CC(CC(C4)C2)C3)cc1 (stereo not drawn) as listed: 0, 24
Cc1cc(NC(=O)c2cc(Cl)ccc2Cl)ccc1NC(=O)c1ccccc1 as listed: -6, 7
CC1(C)N=C(c2ccc(F)cc2)C(=O)N1CC(=O)Nc1cccc(F)c1 as listed: -3, -12
O=C(Nc1cccc(F)c1)c1ccc([N+](=O)[O-])cc1Cl as listed: -6, 3
COc1ccc(CN2CCC(C(=O)NC(C)c3ccccc3)CC2)c(OC)c1 (stereo not drawn) as listed: -3, 3

(list continues)
nr	structure	Pf apPOL block	mHTT CaM bind
31	COc1cc(OC)c(NC(=O)Cc2nnc(-c3sccc3C)o2)cc1Cl	-13	8
32	CCN(CC)S(=O)(=O)c1cc(S(=O)(=O)c2ccc(Cl)cc2)ccc1C	5	-33
33	CN(C)S(=O)(=O)c1ccc(C(=O)Nc2nc3c(s2)CSc2ccccc2-3)cc1	8	18
34	O=C1OC(c2ccc(-c3ccccc3)cc2)=N/C1=C\c1cccc([N+](=O)[O-])c1	-4	3
35	CCOC(=O)C1CCN(C(=O)CCC2CCCN(c3cc(NC4CC4)ncn3)C2)CC1 (stereo not drawn)	-7	8
36	O=[N+]([O-])c1cc(C(F)(F)F)cc([N+](=O)[O-])c1N1CCCC1c1cccs1 (stereo not drawn)	-5	.
37	Cc1ccc2nc(-c3ccc(NC(=O)c4c(-c5ccccc5Cl)noc4C)cc3)sc2c1	-5	.
38	O=C(CCCCCn1nnc2ccccc2c1=O)NC1CCCC1	-5	15
39	CN(C)c1ccc(/C=C2/N=C(c3ccccc3Br)OC2=O)cc1	-3	-2
40	CCCCOc1ccc(-c2nc(C=Nc3ccc(C)cc3Br)c(O)o2)cc1	-2	6
41	CCCc1cc(=O)[nH]c(SCc2nc(-c3ccccc3)no2)n1	-7	-6
42	Cc1nn(C)c2ncc(C(=O)Nc3ccc(F)c(Cl)c3)c(SC(C)C)c12	-3	.
43	CCn1c(C2CCN(S(=O)(=O)c3ccc(F)c(C)c3)C2)nc2cccnc21 (stereo not drawn)	-2	5
44	Fc1ccc(CN2CCCCC2c2nncn2CC2CC2)c(F)c1 (stereo not drawn)	-3	3
45	CC1CCCCN1C(=O)CSc1nnc(-c2ccc(Cl)s2)o1 (stereo not drawn)	-3	-3
46	O=C(c1ccco1)N1CCN(C2CCCC2)CC1	-3	-6
47	CC1Cc2c(NC(=O)C3c4ccccc4Oc4ccccc43)nn(C)c2NC1=O (stereo not drawn)	-3	-6
48	O=C1Nc2ccc(F)cc2/C1=C\c1c(Cl)cccc1Cl	-3	100*
49	Cc1cccc(N2CCN(C(=O)/C=C3\Sc4ccccc4NC3=O)CC2C)c1 (stereo not drawn)	4	28
50	COc1ccc(C(=O)NC2CCCC(O)C2)cc1 (stereo not drawn)	-9	-3
51	O=C(Nc1cc(C(F)(F)F)ccc1Cl)c1cccc(Br)c1	-1	-19
52	COCc1cc(=O)n2[nH]c(-c3cccs3)cc2n1	-8&0	.
53	COc1cc(/C=C2/N=C(c3ccccc3F)OC2=O)cc(OC)c1OC	1	6
54	CCCCOc1ccccc1NC(=O)C1CCCCC1	-2	-32
55	O=C(COc1ccc(Br)cc1)NCCO	1	-7
56	CCCOc1ccc(-c2cn3ccccc3n2)cc1	-3	14
57	O=C1C(=Cc2ccc(SC3CCCCC3)c([N+](=O)[O-])c2)SC(=S)N1Cc1ccccc1	-4	.
58	COc1cccc(C(=O)Nc2c3c(nn2-c2cccc(C)c2C)CSC3)c1	-9	47
59	N#CC1=CN(c2ccc(Cl)cc2)c2cc(Cl)ccc2S1(=O)=O	-2	-10
60	CCSc1ccccc1C(=O)N1CCN(CCn2cccn2)CC1	-7	-11

Next entries.
nr	structure	Pf apPOL block	mHTT CaM bind
61	COc1ccc(C2c3c(oc4ccccc4c3=O)C(=O)N2C)c(OC)c1OC (stereo not drawn)	-14	3
62	CC(=O)N(CN1C(=O)C2CCC(C)CC2C1=O)c1ccc(C)c(Cl)c1 (stereo not drawn)	-3	7
63	CC1CCN(C(=O)CN(C)S(=O)(=O)c2ccc3[nH]c4c(c3c2)CCCC4)CC1	-5	34
64	COc1ccc(OC)c(C2C=C(c3ccc(Cl)cc3)Nc3ncnn32)c1 (stereo not drawn)	-4	0
65	COCCn1c(=N)c(S(=O)(=O)c2ccc(C)cc2)cc2c(=O)n3ccccc3nc21	-16	4
66	CC1CCCCN1C(=O)c1ccccc1N1CCC(NC(=O)C(C)(C)C)CC1 (stereo not drawn)	-74	30
67	Fc1ccc(NCc2cccnc2)cc1Cl	1	9
68	Cc1cc(C2CCCN2Cc2cc(Br)ccc2F)on1 (stereo not drawn)	-1	-14
69	Cc1ccccc1CSc1nc2c(c(=O)n1-c1ccccc1)SCC2	-4	1
70	COC(=O)c1csc(S(=O)(=O)N=S(C)(=O)c2ccc(C)cc2)c1OC (stereo not drawn)	-6	.
71	COc1ccc(C)cc1N1C=C(C#N)S(=O)(=O)c2c(F)cccc21	2	-6
72	O=C(Oc1ccc2c(=O)c(-c3ccc(Cl)cc3)coc2c1)C1CCCCC1	1	-3
73	COc1ccc(OCCCC(=O)Nc2nc3ccc(OC)cc3s2)cc1	0	24
74	COc1cc(NC(=O)c2noc3c2CC(C)CC3)cc(OC)c1OC (stereo not drawn)	5	6
75	Cc1ccc(S(=O)(=O)NC(=O)NCc2ccco2)cc1	-1	.
76	Cc1ccccc1Cn1c(SC(C)C(=O)O)nc2c1c(=O)n(C)c(=O)n2C (stereo not drawn)	1&-2	0&-2
77	CC(=O)C1=C(C)NC(SCC(=O)c2cccc([N+](=O)[O-])c2)=C(C#N)C1c1ccc(Cl)cc1 (stereo not drawn)	4	56*
78	CCOc1ccc2sc(NC3OC(=O)c4c3ccc(OC)c4OC)nc2c1 (stereo not drawn)	-2	6
79	C(=Cc1nn[nH]n1)c1ccccc1	-4	.
80	CC(C)Oc1ccc(CC(=O)c2ccc(O)cc2O)cc1	-4	0
81	COc1ccc2c(c1OC)C(=O)N(c1ccc(F)cc1)C2	5	-4
82	O=[N+]([O-])c1ccccc1-c1nc(-c2cccnc2)no1	-7	3
83	CCC(NS(=O)(=O)c1ccc(C)cc1)C(=O)NCc1cccnc1 (stereo not drawn)	3	-4
84	COC(=O)c1c(C)oc2cc(Br)c(OC(C)C(=O)OC)cc12 (stereo not drawn)	-1	-9
85	COc1cc(OC)c(OC)cc1CN1CCc2nc(N3CCN(C)CC3)ncc2C1	-3	27
86	COc1ccc(C(C)NC=O)cc1OC (stereo not drawn)	-10	-3
87	COc1ccc(CCNC(=O)C2CC(=O)N(c3ccc(F)cc3)C2)cc1 (stereo not drawn)	-3	-3
88	CCCn1c2ccccc2c2nnc(SCCN3CCOCC3)nc21	-6	12
89	CCOCC(=O)N1CCCC(OCc2nc(C3CC3)no2)C1 (stereo not drawn)	-1	-9
90	CC(=NCCN1CCOCC1)c1c(C(F)(F)F)[nH]n(-c2nc3ccccc3s2)c1=O	-1	2

Reprinted: nos. 84 to 86
nr	structure	Pf apPOL block	mHTT CaM bind
84	COC(=O)c1c(C)oc2cc(Br)c(OC(C)C(=O)OC)cc12 (stereo not drawn)	-1	-9
85	COc1cc(OC)c(OC)cc1CN1CCc2nc(N3CCN(C)CC3)ncc2C1	-3	27
86	COc1ccc(C(C)NC=O)cc1OC (stereo not drawn)	-10	-3

(listing goes on)
nr	structure	Pf apPOL block	mHTT CaM bind
91	Cc1ccc(-c2nnc(N3CCC(C(=O)NCc4ccccn4)CC3)o2)cc1	-8	76*
92	Cc1noc(C2CN(C(=O)Nc3ccccc3F)CC23CCOCC3)n1 (stereo not drawn)	-4	0
93	N#CC1=C(N)SC(N)=C(C#N)C1c1ccc(F)cc1F	.	8
94	O=C(NC1CCCC1)c1ccc2ncc3c(=O)n(-c4ccc(F)cc4)[nH]c3c2c1	0	3
95	COc1ccc(NC(=O)C2CCc3sc(C(=O)N4CCCC4)cc3C2)cc1 (stereo not drawn)	-6	7
96	CCn1cc(-c2ccc(Cl)cc2)cc1C(=O)NCCOC	-17	-7
97	CCC(=O)N1CCc2cc(Br)cc(S(=O)(=O)CCC(=O)Nc3ccccn3)c21	0	3
98	Cc1cc2[nH]c(C(=O)Nc3ccccc3F)c(CN(C)C)c2s1	1	-10
99	CCOc1ccccc1NS(=O)(=O)c1ccc(Cl)cc1	-1	0
100	CCc1ccccc1NC(=O)C1CCN(c2cnc3nc(C)c(C)nc3c2)CC1	0	16
101	CC1=C(C(=O)Nc2ccc(F)cc2)C(c2ccccc2Cl)C2=C(CC(C)(C)CC2=O)N1 (stereo not drawn)	-2	6
102	O=C(c1ccccc1Cl)N1CCCC2(C1)Nc1cccnc1NC2=NC1CCCC1 (stereo not drawn)	-3	8
103	O=c1/c(=C/c2cccc(Cl)c2)sc2nc(-c3cccs3)nn12	0	4
104	O=C(CSc1nc(C(F)(F)F)cc(=O)[nH]1)NCc1ccc2c(c1)OCO2	-5	-6
105	Cc1ccccc1N1CCN(C(=O)C(C)C)C(C)C1=O (stereo not drawn)	0	-4
106	COc1ccc(C(=O)N2CCC(n3c(-c4ccoc4)nc4cccnc43)C2)cn1 (stereo not drawn)	6	-2
107	Cc1ccc(C)c(N2CCN(C3CCCCCC3)CC2)c1	-6	0
108	O=C(C(F)F)N1CCN(C(=O)C(F)F)CC1	-10	-2
109	Cc1ccc(N=C2C(=O)Nc3c(Br)cc(Br)cc32)cc1	-3	45
110	C#CCOc1c(Cl)cccc1Cl	-4	.
111	CC(=O)NCc1csc(C2CCN(S(=O)(=O)c3ccc(C)c(F)c3)CC2)n1	-2	3
112	CCCN(CCC)CCNS(=O)(=O)c1cc(Br)cc2c1N(C(=O)C1CC1)CC2	-4	-6
113	Cc1cc2oc(=O)cc(CN3CCC(C)CC3)c2cc1O	-4	5
114	Cc1cccc(N/C=C(\C#N)c2nc(-c3cccc([N+](=O)[O-])c3)cs2)c1	-1	2
115	CCc1nc(-c2c(C)cc(C)nc2NC(=O)c2cc(C)cc(C)c2)no1	-2	-4
116	CC(NC(=O)CN(C)S(=O)(=O)c1ccc(Br)s1)c1ccccc1 (stereo not drawn)	0	1
117	O=C(NCCCNc1ccc(Cl)cc1[N+](=O)[O-])c1ccc(Cl)cc1	-6	-4
118	O=C(O)c1cc([N+](=O)[O-])c(Nc2cccc(C(F)(F)F)c2)c([N+](=O)[O-])c1	-3	9
119	COc1ccc(OC)c(S(=O)(=O)n2ccnc2C)c1	4&0	2&-11
120	CCC(=O)NC1=NC(=O)/C(=C\c2ccc(-c3ccccc3F)o2)S1	-7	7
121	FC(F)(F)c1cccc(Cc2cccc(C(F)(F)F)c2)c1	0&-3	.
122	CN(C)C(c1ccccc1)c1ccccc1	-5	.
123	COc1ccc(C)cc1NC(=O)NC1CCCCC1	5	0
